From PubChem
NPY-Y2 PAM-ag – potentiators or agonists of human neuropeptide Y receptor Y2 | P49146 | cells expressing NPY-Y2, potentiator/agonist read-out | activation, % at 3.6 µM | 220,000 compounds, 0.45% hits | AID 1359; in the data active means activation above about 27%;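 further: cells stimulated with NPY near EC25 plus isoproterenol at EC100; 0% = vehicle plus submaximal agonist and 100% = vehicle plus saturating agonist; some results beyond the cut were filed as inactive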
S1P4 ag – agonists of human S1P4 receptor; 220,000 compounds, 0.35% hits; activation, % at 4.98 µM; S1P4-expressing cell line, agonist reporter assay; in the data active means activation above about 11%;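 further: 0% = DMSO vehicle and 100% = reference agonist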
Target sequence (O95977 whole entry, looked up): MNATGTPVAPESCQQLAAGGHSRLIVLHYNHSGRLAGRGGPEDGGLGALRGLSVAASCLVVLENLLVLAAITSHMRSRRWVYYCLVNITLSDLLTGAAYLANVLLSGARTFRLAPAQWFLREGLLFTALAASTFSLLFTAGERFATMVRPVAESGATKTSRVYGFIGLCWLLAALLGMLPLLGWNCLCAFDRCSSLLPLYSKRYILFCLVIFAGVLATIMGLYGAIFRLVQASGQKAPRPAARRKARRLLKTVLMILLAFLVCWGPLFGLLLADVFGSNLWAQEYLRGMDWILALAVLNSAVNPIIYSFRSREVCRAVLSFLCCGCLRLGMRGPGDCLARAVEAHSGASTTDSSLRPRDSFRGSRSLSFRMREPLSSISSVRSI
S1P4 antagonist – antagonists of human S1P4 receptor; O95977; S1P4-expressing cells, antagonist mode, reporter read-out; inhibition, % at 4.98 µM; 220,000 compounds, 0.26% hits; AID 1510; in the data active means inhibition above about 29%;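 further: 0% = wells stimulated with agonist and 100% = vehicle wells without agonist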
CHOP inh – blocks CHOP induction under ER stress. CHO-K1 CHOP-promoter luciferase, tunicamycin-induced, 15-18 h. inhibition, % at 10 µM. 220,000 compounds, 3.8% hits. AID 2732;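 active means compounds that reduced the stress-induced luciferase reporter signal by more than about 70% of percent inhibition, limit read from the data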;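 further: 0% = tunicamycin plus vehicle and 100% = wells without tunicamycin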
NPY-Y1 antag – blocks the human neuropeptide Y Y1 receptor; P25929; HEK293-CNG Y1 cells, membrane potential fluorescence; NPY at EC95, then isoproterenol; inhibition, % at 3.6 µM; 200,000 compounds, 1% hits; AID 1040;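 active means inhibition above the campaign mean inhibition of all tested compounds plus 3 SD, cut at about 20% in these data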;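 further: 0% = DMSO wells given NPY plus isoproterenol and 100% = isoproterenol alone without NPY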
Target sequence (P25929 whole entry, looked up): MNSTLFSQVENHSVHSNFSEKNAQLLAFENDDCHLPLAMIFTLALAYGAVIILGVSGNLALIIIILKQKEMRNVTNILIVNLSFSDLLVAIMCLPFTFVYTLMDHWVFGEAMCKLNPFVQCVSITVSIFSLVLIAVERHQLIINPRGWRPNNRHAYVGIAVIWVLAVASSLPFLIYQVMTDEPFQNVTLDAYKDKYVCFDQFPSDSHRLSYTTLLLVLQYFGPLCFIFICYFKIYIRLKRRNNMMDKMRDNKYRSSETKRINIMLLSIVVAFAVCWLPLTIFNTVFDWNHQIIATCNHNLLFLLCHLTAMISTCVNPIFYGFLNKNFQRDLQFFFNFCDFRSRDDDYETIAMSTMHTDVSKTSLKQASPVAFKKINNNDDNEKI
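Material: HEK293 Y1/CNG channel cell line | Also added: NPY (25 nM), isoproterenol (1 µM), Ro 20-1724 (25 µM) | Compound: One concentration, 3.6 µM, in 0.4% DMSO | Schedule: 3 h dye uptake, 1 h room-temperature compound, 45 min post-isoproterenol | Signal: Membrane-potential fluorescent dye readout | Read-out: % inhibition of NPY effect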
NPY-Y1 PAM-ag – human NPY-Y1 potentiation or agonism, primary screen | P25929 | NPY-Y1 expressing cells, potentiator/agonist activation | activation, % at 3.6 µM | 220,000 compounds, 0.37% hits | AID 1304; in the data active means activation above about 33%, passing the limit was not always enough;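 further: cells stimulated with NPY at EC10 then isoproterenol at EC100; 0% = low agonist plus stimulus and 100% = saturating agonist plus stimulus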
TRPML3 ag – agonists of human TRPML3 channel. Q8TDD5. AID 1448. 220,000 compounds, 0.29% hits. HEK293 TRPML3-YFP, Fluo-8 calcium fluorescence; 100% = the carbachol control signal. activation, % at 3 µM;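 active means activation above its plate's cutoff, the mean activation of the plate's test wells plus 3 SD, cut at about 12% in these data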;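 further: 0% = DMSO only wells and 100% = carbachol wells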
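system = HEK293 cells stably carrying human TRPML3-YFP | doses = one concentration, 3 µM nominal, 0.3% DMSO | timing = dye loading 1 h 37 °C then 30 min ambient, 125 s read | detection = Fluo-8 calcium dye fluorescence, ex 470-495, em 515-575 nm | benchmarks = high control carbachol 87 µM, low control DMSO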
TRPN1 ag – zebrafish TRPN1 (NompC) channel agonism. HEK293 zebrafish TRPN1-YFP, Fluo-8 calcium fluorescence; 100% = response to 87 µM carbachol. activation, % at 3 µM. 220,000 compounds, 0.18% hits;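 active means activation above its plate's cutoff, the mean activation of test wells on that plate plus 3 SD, cut at about 19% in these data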;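 further: 0% = DMSO alone and 100% = 87 µM carbachol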
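System: zebrafish TRPN1-YFP in HEK293 cells / Dosing: 3 µM single point / Timing: dye loading 1 h at 37 °C, then 30 min room temperature / Signal: Fluo-8 calcium fluorescence, excitation 470-495 nm, emission 515-575 nm / Read-out basis: percent activation from peak over basal fluorescence ratio, control-normalized / Control set: high carbachol 87 µM, low DMSO alone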
EP2 modulator – modulates human prostaglandin E2 receptor EP2 signaling; 260,000 compounds, 0.83% hits; AID 940; induction, % at 25 µM; EP2-expressing cells, cAMP HTRF FRET, PGE2 co-stimulation; P43116;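 active means compounds whose cAMP rise, as percent of the full-agonist control response, exceeds 60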;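 further: rat C6 glioma line stably carrying human EP2 under a CMV promoter; the protocol text gives 20 µM as final concentration; 100% = response of wells given 1 µM PGE2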
* = called active by the depositor; · = not tested or not shown; & = joins results of further samples.

molecule	NPY-Y2 PAM-ag	S1P4 ag	S1P4 antagonist	CHOP inh	NPY-Y1 antag	NPY-Y1 PAM-ag	TRPML3 ag	TRPN1 ag	EP2 modulator
CC(C)c1ccccc1NC(=O)c1ccc(CN(c2ccccc2)S(=O)(=O)c2ccccc2)cc1	-8	1.1	3	8	4	-23	0.1	1.9	-5
COC(=O)c1ccc(NC(=O)c2cn(-c3ccccc3)nc2-c2ccncc2)cc1	1	-2.9	-11	19	3	-12	0.9	0.1	-14
Cc1cccc(OCCC(=O)Nc2ccc(F)c(Cl)c2)c1	-8	0.1	-3	68	6	-26	0.3	-0.5	-57
Cn1cc(-c2nc3ccccc3[nH]2)c2ccccc21	-19	1.4	5	4	7	-33	-0.1	0.2	-30
O=C(C1CC1)N1CCN(c2ccc([N+](=O)[O-])cc2-n2cccc2)CC1	-20	-2.2	10	13	·	-15	1.1	1.2	44
COc1ccccc1-n1ccnc1SCC(=O)NC(C)(C)C	9	-1.5	5	19	-6	22	0.2	0.8	21
N=C1C(c2nc3ccccc3s2)=C(O)CN1C1CCC(O)CC1 (stereo not drawn)	11	-1.1	3	-14	·	-3	0.4	1.2	-52
CCOc1ccc(NC(=S)N2CCn3c(nc4ccccc43)C2)cc1	-2	0.4	-6	28	9	-24	0.4	0.1	-63
CCOCCCNC(=O)CCc1ccc(S(=O)(=O)Nc2ccc(C)cc2)cc1	4	0.9	-17	-3	10	1	0.5	0.3	15
Cc1cc(C)c(NC(=O)Cn2c(=O)n(Cc3ccco3)c(=O)c3ccccc32)c(C)c1	-7	-0.1	-8	51	13	-5	0.3	-0.6	10
N/C(CSc1ncccc1C(F)(F)F)=N\O	-20	0.6	3	11	·	-1	0.8	-0.5	-11
O=C(COc1ccccc1/C=C\c1[nH]c(=O)[nH]c(=O)c1[N+](=O)[O-])Nc1ccccc1	5	0.9	-20	26	-2	12	0.4	0.6	-3
O=C(Cc1coc2cc3c(cc12)CCC3)OCc1cc(=O)n2c(n1)sc1ccccc12	0	2.4	-1	5	0	15	0.6	1.4	-15
COc1ccc(C(C(=O)NCCC(C)C)N(CCN2CCOCC2)C(=O)Cn2nnc3ccccc32)c(OC)c1 (stereo not drawn)	-44	-1.5	15	-7	16	-52	-0.3	1.1	21
COC(=O)C1=C(C)OC(N)=C(C#N)C1c1cccnc1 (stereo not drawn)	-3	2.5	4	3	4	3	0.3	0.4	7
O=C(CSc1ccccc1)Nc1cc(Cl)ccc1Oc1ccccc1	-14	0.6	-7	39	15	-54	1.1	-0.1	25
NC(=O)c1cc2ccccc2o/c1=N\NC(=O)c1ccco1	-5	-0.9	0	-25	9	1	0.3	2.4	-4
O=S(=O)(/C=C/c1ccccc1)n1cnc2ccccc21	-14	-0.9	1	-24	3	-29	0.7	0.8	-3
CC(C)(C)c1ccc(C2CC2C(=O)N/N=C\c2ccc[nH]2)cc1 (stereo not drawn)	13	1.4	-4	105*	4	23	-0.6	-2.2	-66
Brc1ccc(-c2noc(-c3ccccc3)n2)o1	-10	-0.6	-2	26	·	-11	0.7	-0.2	-16
CC(C)Sc1nc2ccccc2n1CC(=O)NCc1ccc2c(c1)OCO2	-21	-1.2	4	-6	10	4	-0.1	-0.5	26
CCc1nc(N)c(C#N)c(-c2ccc(F)cc2)c1C	-12	0.7	-15	6	7	-3	0.6	-0.8	18
O=C(c1ccccc1)c1nc2ccccc2[nH]c1=O	-5	-3.1	-13	4	4	-14	-0.3	-0.4	19
COc1ccccc1NC(=O)CC1COc2ccccc2O1 (stereo not drawn)	11	1.5	-14	10	12	5	-0.3	-0.2	-9
COc1ccc(/C=N/Nc2cc(C)nc(NS(=O)(=O)c3ccc(C)cc3)n2)cc1	7	0.9	-19	-3	5	2	-1.1	-1.6	32

A run of entries taken from the entries so far:
molecule	NPY-Y2 PAM-ag	S1P4 ag	S1P4 antagonist	CHOP inh	NPY-Y1 antag	NPY-Y1 PAM-ag	TRPML3 ag	TRPN1 ag	EP2 modulator
CC(C)c1ccccc1NC(=O)c1ccc(CN(c2ccccc2)S(=O)(=O)c2ccccc2)cc1	-8	1.1	3	8	4	-23	0.1	1.9	-5
COC(=O)c1ccc(NC(=O)c2cn(-c3ccccc3)nc2-c2ccncc2)cc1	1	-2.9	-11	19	3	-12	0.9	0.1	-14

(next part)
molecule	NPY-Y2 PAM-ag	S1P4 ag	S1P4 antagonist	CHOP inh	NPY-Y1 antag	NPY-Y1 PAM-ag	TRPML3 ag	TRPN1 ag	EP2 modulator
Cc1cc(C)c(C#N)c(SCC(=O)Nc2ccccc2)n1	11	2.4	-20	41	7	13	0.0	-1.4	4
Cc1cc(C)cc(CSCC(=O)NN=C2CCCCCC2)c1	-8	-0.5	7	48	10	-7	1.2	0.8	14
O=C(Cc1cn2ccsc2n1)NCc1ccccc1	5	0.3	-12	-12	0	7	-0.1	-1.0	7
O=C(Cc1cccs1)NCC1CCCO1 (stereo not drawn)	-12	0.0	6	0	0	-7	0.4	1.0	7
CCOC(=O)c1c[nH]n(-c2ccccc2)c1=O	-12	0.2	-13	5	-2	-2	0.4	-1.1	5
CC1CN(C(=O)COC(=O)c2cccs2)CC(C)O1 (stereo not drawn)	6	0.0	-23	18	1	-1	0.6	0.8	28
CCC(=O)NC(c1cccs1)c1cc(Cl)c2cccnc2c1O (stereo not drawn)	-3	-0.3	8	24	-1	-21	0.5	-0.1	0&27
CC12CCCCN1CCCc1c2[nH]c2ccccc12 (stereo not drawn)	9	-1.4	3	10	16	0	1.3	1.5	-44
CCOC(=O)N1CCC(NC(=O)c2ccc3c(c2)N(Cc2ccc(F)cc2)CCS3)CC1	4	-3.9	8	2	6	10	-0.1	-0.5	7
COP(=O)(CC(=O)c1ccccc1)CC(=O)c1ccccc1	-7	-1.1	9	10	0	11	0.8	1.5	6
COc1ccc(S(=O)(=O)N2CCN(C)CC2)cc1Br	6	0.9	0	2	2	-7	0.6	0.4	-5
COc1cc(/C=N/n2c(-c3n[nH]c4c3CCC4)n[nH]c2=S)ccc1O	2	0.6	-4	-4	·	-3	0.8	0.4	26
NC(=O)N1CCCC1C(=O)Nc1ccc(Cl)c(Cl)c1 (stereo not drawn)	-1	-2.9	-14	28	3	-23	0.9	0.3	-16
CCOCCCNC(=O)C(NC(=O)c1ccccc1O)c1ccc(C)cc1 (stereo not drawn)	-6	0.2	-9	-8	-3	-7	1.1	0.7	16
S=c1[nH]nc(-c2ccco2)n1/N=C/c1ccc(Cl)cc1	-13	-1.0	0	0	1	-1	-0.5	0.5	18
COc1ccc(COc2cc(-c3cccc(OC)c3)nc3ccc(NC(=O)c4ccc(C)cc4)cc23)cc1	-19	1.5	-4	16	8	-55	0.0	0.0	-12
CC(=O)Nc1ccc(C(=S)NCc2ccco2)cc1	10	1.4	5	-7	-2	11	0.3	-0.4	-27
COc1ccccc1NC(=O)c1[nH]c(C)c(C(C)=O)c1C	-8	-1.2	7	22	5	-10	0.5	-0.1	-6
CCc1ccc(-n2c(C)n[nH]c2=S)cc1	3	-0.8	12	-16	0	5	-0.3	-0.5	10
CC(C)NCC(O)COc1ccc(Br)cc1 (stereo not drawn)	54*	1.2	-3	16	-8	75*	0.1	0.5	7
O=C(Nc1ccccc1)NC1CS(=O)(=O)CC1O (stereo not drawn)	1	-0.2	1	-11	7	4	0.5	0.6	5
O=C(O)c1ccc(-n2ncc3c2/C(=C/c2cccc([N+](=O)[O-])c2)CC3)cc1	7	0.3	-10	-1	·	11	1.1	0.8	1
CCCOc1ccc(C(CC(=O)O)NS(=O)(=O)c2ccc(NC(C)=O)cc2)cc1 (stereo not drawn)	4	1.0	5	-10	-6	-9	0.9	0.5	21
CCN(CC)S(=O)(=O)c1ccc(N/N=C(\C)c2ccc(OC)cc2O)nc1	9	1.1	-9	35	·	17	0.6	2.5	-5
O=C(N/N=C/c1cc(Cl)ccc1O)C(=O)Nc1ccccc1OC(F)(F)C(F)F	2	-0.2	-11	78*	0	-14	1.3	1.9	-30
COC(=O)Oc1ccc(/C=N/NC(=O)CN(c2ccccc2Cl)S(C)(=O)=O)cc1OC	-25	1.6	-2	21	-1	-31	-0.2	-0.7	-18
CCOC(=O)N1CCC(N2CC34C=CC(O3)C(C(=O)O)C4C2=O)CC1 (stereo not drawn)	0	-1.5	2	9	2	25	0.9	2.2	-9
CC(=O)c1ccc(N2CCN(C(=O)C3CCCN(S(=O)(=O)c4cnc[nH]4)C3)CC2)cc1 (stereo not drawn)	7	0.7	-2	5	2	-6	0.2	1.0	14
COc1ccc(C(=O)/C=C/Nc2cccc(O)c2)cc1	-6	1.8	-5	12	0	16	0.0	2.0	-18
CCn1cc([N+](=O)[O-])c(C(=O)Nc2c(C)nn(Cc3cccc(F)c3)c2C)n1	6	1.0	-23	27	9	7	0.0	0.2	-1
CSc1nc(SCCN(C)C)c2c3c(sc2n1)COC(C)(C)C3	-9	-0.3	-1	12	·	-35	0.4	-0.4	10
Cc1ccc(-n2c(SCC(N)=O)nc3c([nH]c4ccccc43)c2=O)cc1	-14	1.2	-3	-32	2	-8	0.5	1.7	8
O=C(COc1ncnc2sccc12)N1CCN(S(=O)(=O)c2ccc(Cl)cc2)CC1	12	1.0	10	23	2	-8	-0.3	-0.7	5
COc1cccc(NC(=O)CNC(=O)c2ccc(C)cc2)c1	-18	2.2	-1	-10	6	-9	-0.8	-0.3	-25
Cc1ccc(C(=O)CN(C(=O)c2ccc(Cl)cc2)N2C(=O)CCC2=O)cc1	0	1.4	4	4	-1	19	0.1	-0.5	5
COc1ccc(S(=O)(=O)Nc2cc3c(cc2C(C)=O)OCO3)cc1	-5	-0.6	15	2	13	4	0.7	1.0	-21
C=CCn1c(CSCc2ccccc2)nnc1SCC(=O)NCc1ccccc1	-2	-0.3	1	14	8	-3	0.6	1.1	-14
Nc1nnnn1/N=C/c1cccc(Oc2ccccc2)c1	-4	-0.5	-10	-24	-3	-6	0.5	-0.9	14
C=C(C)COc1ccc(-c2n[nH]c(C)c2-c2ccccc2OC)c(O)c1	10	1.9	-9	105*	-1	9	0.0	-0.5	-83
O=C(O)CCC(=O)OCC1CCCCC1	-16	-1.2	5	5	2	-31	0.0	-0.4	12
CC(NC(=O)CSc1nnc(COc2ccccc2)o1)c1ccccc1 (stereo not drawn)	17	1.4	12	3	0	12	-0.2	-0.9	17
CC(/C=C1\SC(=S)N(NS(=O)(=O)c2ccccc2)C1=O)=C\c1ccccc1	-25	1.2	-6	15	·	-34	0.6	-0.7	13
COC(=O)c1ccsc1NC(=O)c1ccccc1	-8	1.3	-11	2	2	-4	0.2	-0.7	31
